# PI5P4Ka inh – blocks human PI5P4K alpha kinase activity; max response, %; 330,000 tested, 1.2% active; PI5P4Kalpha enzyme, ADP-Glo luminescence, 60 min; stronger effect = lower value; AID 652105; active = max response of -50% or lower; inconclusive = between -30% and -50%; inactive = -30% or higher; also: value at the top dose of about 77 µM; % is scaled to controls: 0 for no effect and ±100 for the full control effect
#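 Quantitative HTS of the MLSMR library against PI5P4Kalpha with substrate. ATP added last at 5 microM final; room temperature, 60 minutes. Remaining ATP depleted, ADP converted and read as luminescence.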
# PLK1 PBD block – blocks phosphopeptide binding to human PLK1 polo-box domain | 360,000 tested, 2.8% active | Potency, µM, without a hit: max response, negative = inhibition, hits mostly inhibitors | P53350 | AID 720504 | Plk1 PBD binding of FITC phosphopeptide, fluorescence polarization; also: potency is read from the fitted curve at half-maximal effect; series mostly up to about 57 µM; % is scaled to controls: 0 for no effect and ±100 for the full control effect; nearly all actives have a fitted effect of over 65% in size
# WRN inhibitor – WRN helicase (human) inhibition; Q14191; WRN helicase unwinding, fluorescent forked duplex, kinetic; Potency, µM (top dose mostly 114 µM), inactives show top-dose activity change, negative = inhibition, most hits filed as inhibitors; 360,000 tested, 0.46% active; AID 651768; also: potency is read from the fitted curve at half-maximal effect; % is scaled to controls: 0 for no effect and ±100 for the full control effect; nearly all actives have a fitted effect of over 55% in size
# Target sequence (Q14191 whole entry, looked up): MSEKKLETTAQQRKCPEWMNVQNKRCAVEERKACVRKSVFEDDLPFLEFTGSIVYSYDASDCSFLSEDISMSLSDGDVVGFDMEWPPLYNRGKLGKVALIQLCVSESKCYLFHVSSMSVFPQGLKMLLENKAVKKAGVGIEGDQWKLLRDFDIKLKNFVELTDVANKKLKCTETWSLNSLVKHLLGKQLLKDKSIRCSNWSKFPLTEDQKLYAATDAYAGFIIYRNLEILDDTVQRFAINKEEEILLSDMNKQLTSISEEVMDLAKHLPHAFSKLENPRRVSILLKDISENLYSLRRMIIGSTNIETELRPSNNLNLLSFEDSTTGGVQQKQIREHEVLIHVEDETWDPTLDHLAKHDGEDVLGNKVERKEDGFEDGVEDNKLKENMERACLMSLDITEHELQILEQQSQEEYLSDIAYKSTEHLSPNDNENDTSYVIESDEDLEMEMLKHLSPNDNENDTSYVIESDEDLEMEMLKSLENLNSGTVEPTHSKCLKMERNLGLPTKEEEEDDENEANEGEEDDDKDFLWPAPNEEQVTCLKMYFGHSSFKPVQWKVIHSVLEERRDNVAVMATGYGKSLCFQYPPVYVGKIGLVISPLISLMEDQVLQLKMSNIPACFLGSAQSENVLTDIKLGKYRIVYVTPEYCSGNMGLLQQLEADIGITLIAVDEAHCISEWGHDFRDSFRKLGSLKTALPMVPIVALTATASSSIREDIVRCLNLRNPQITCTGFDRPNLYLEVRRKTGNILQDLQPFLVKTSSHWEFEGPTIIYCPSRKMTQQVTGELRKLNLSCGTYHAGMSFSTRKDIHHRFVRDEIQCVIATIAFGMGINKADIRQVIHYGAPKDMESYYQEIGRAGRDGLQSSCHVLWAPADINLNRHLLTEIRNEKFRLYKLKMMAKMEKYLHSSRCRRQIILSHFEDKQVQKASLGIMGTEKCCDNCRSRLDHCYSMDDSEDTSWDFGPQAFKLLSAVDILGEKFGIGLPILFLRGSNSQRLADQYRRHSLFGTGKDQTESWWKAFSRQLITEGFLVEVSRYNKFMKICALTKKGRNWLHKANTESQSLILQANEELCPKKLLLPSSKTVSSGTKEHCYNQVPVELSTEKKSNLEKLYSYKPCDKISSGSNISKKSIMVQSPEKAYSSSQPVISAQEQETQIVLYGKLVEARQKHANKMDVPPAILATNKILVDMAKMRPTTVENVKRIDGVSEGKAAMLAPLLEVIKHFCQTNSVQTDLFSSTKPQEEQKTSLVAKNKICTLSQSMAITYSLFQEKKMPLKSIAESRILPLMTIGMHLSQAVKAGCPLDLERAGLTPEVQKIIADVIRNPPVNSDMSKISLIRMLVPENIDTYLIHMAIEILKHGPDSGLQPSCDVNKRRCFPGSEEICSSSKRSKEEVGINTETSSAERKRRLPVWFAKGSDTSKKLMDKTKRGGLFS
#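 Kinetic fluorescence helicase assay: unwinding of a quenched forked DNA duplex (100 nM final) with 2 mM ATP final raises red fluorescence (525/598 nm). Compounds sat 15 min at room temperature with 20 nM WRN beforehand.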
# EPAC1 ag – activates human EPAC1 exchange factor; Potency, µM (series often up to 154 µM), inactives show at the highest dose activation, usual class: activators; 360,000 tested, 0.073% active; O95398; EPAC1 agonist qHTS, biochemical assay; response scale: 100% = response to 6.5 mM cAMP; also: potency is read from the fitted curve at half-maximal effect; nearly all actives have a fitted effect of over 60% in size
#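 Fluorescent GDP-exchange assay: 100 nM EPAC1 with 250 nM Rap1B preloaded with BODIPY-GDP and 50 uM GDP; compounds tested as concentration series, 5 min at room temperature, then read every 5 min for 30 min (ex 480/em 540 nm); normalized to 6.5 mM cAMP.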
# IL-2 act – activators of IL-2 | IL-2 activation reporter assay, cell-based qHTS; stimulated with anti-CD3/CD4/CD28 beads; in transgenic mouse T cells | activation, % (series mostly up to about 46 µM) | 360,000 tested, 0.065% active | AID 652025; in the data active = activation above about 50%; inconclusive = mostly about 30% to 49%; also: 0% is about no effect
#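 Screening format: compound pinned onto unstimulated transgenic mouse T cells, 60 min incubation, then anti-CD3/anti-CD4/anti-CD28 bead stimulation for 18 hours at 37 degrees C, followed by EGFP and DsRed detection.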
# aSyn rescue – rescues yeast growth from alpha-synuclein toxicity; Yeast expressing alpha-synuclein, growth rescue, BacTiter-Glo, 24 h; Potency, µM (doses to about 46.1 µM), for the others: at the highest dose growth rescue (activation), usual class: activators; 370,000 tested, 0.14% active; also: potency is read from the fitted curve at half-maximal effect; % of control where 0% means no effect; nearly all actives have a fitted effect of over 65% in size
#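 Readout is rescue of growth in alpha-synuclein-expressing yeast, so inhibitors of toxicity appear as activators. Growth after 24 hr at 30 deg C in galactose medium is quantified by luminescence.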
# Abeta yeast res – compounds reversing amyloid beta toxicity in yeast; yeast expressing A-beta42, growth rescue, OD600, 48 h; response scale: 0% DMSO, 100% iron-clioquinol control; Potency, µM (series often up to 46.1 µM), for inactives: top-dose growth rescue, hits mostly activators; 410,000 tested, 0.063% active; also: potency is read from the fitted curve at half-maximal effect; nearly all actives have a fitted effect of over 55% in size
#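 Yeast growth medium received pinned compounds, then yeast cells expressing toxic A-beta were added; plates incubated at 30 C for 48 hr. Growth read as absorbance at 600 nm, normalized to DMSO and equimolar FeCl3 plus clioquinol controls.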
# FUS suppressor – rescues growth of FUS-expressing yeast; S. cerevisiae FUS-expressing, growth rescue, OD600, 24 h; Potency, µM (highest dose often 76.6 µM), for inactives: at the top dose growth rescue (activation), usual class: activators; 390,000 tested, 0.24% active;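 also: potency is read from the fitted curve at half-maximal effect; plate controls were DMSO vehicle for no effect and reference control for full effect; nearly all actives have a fitted effect of over 55% in size; some results filed as inactive show a strong effect at the top dose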
#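 Galactose (2%) drives FUS expression in yeast precultured in raffinose; seeding density OD 0.005. Test compounds incubated 24hr at 30C and 99% humidity before absorbance at 600 nm was measured.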
# EPAC1 antagonist – blocks human EPAC1 exchange factor. O95398. EPAC1 GEF assay, Rap1b-BODIPY-GDP exchange fluorescence. Potency, µM (highest dose often 115 µM), for inactives: at the highest dose activity change, negative = inhibition, actives largely listed as inhibitors. 360,000 tested, 0.14% active;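 also: potency is read from the fitted curve at half-maximal effect; plate controls were vehicle for no effect and positive control for full effect; nearly all actives have a fitted effect of over 50% in size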
# An asterisk follows results filed as active; ? = inconclusive; · = no result given; [ ] = remark or other dose. Unless noted, calls follow the shape of the dose curve; as a rule, active = well fitted curve in the direction sought with a large enough effect; inconclusive = small, poorly fitted or top-dose-only effect, or another doubt; inactive = no such curve, though single readings can be large; an effect the other way counts as inactive or inconclusive.
mol,IL-2 act,PLK1 PBD block,EPAC1 antagonist,aSyn rescue,PI5P4Ka inh,FUS suppressor,Abeta yeast res,WRN inhibitor,EPAC1 ag
CCOC(=O)C1=C(c2ccccc2)NC(=O)NC1c1ccc(OC)cc1 (stereo not drawn),-1.4,4.6%,-8.3%,8.1%,2.4,8.7%,1.4%,6.7%,-1.2%
COc1cc(CN2CCC(n3nccc3NC(=O)C3CC3)CC2)cc(OC)c1,-2.4,1.8%,-6.2%,-5.1%,4.4,·,-20.4%,-31.4%,7.7%
CCOC(=O)c1c[nH]c(=S)n(-c2ccccc2)c1=O,0.1,2.8%,-6.2%,2.4%,1.4,-11.2%,9.7%,0.2%,5.1%
CC(=NCCN1CCN(C(=S)Nc2ccccc2)CC1)C1=C(O)CC(C)(C)CC1=O,-0.1,-7.5%,-0.4%,0.9%,-0.2,0.3%,9.0%,-8.3%,1.7%
CC(C)NC(=O)c1onc(CSc2cccc(Cl)c2)c1C(=O)O,2.5,-3.7%,-6.7%,-10.3%,-13.4,-18.4%,4.2%,3.3%,-5.3%
COc1ccc(CNc2cc([N+](=O)[O-])ccc2OC)cc1,-0.5,-4.2%,1.3%,-11.9%,·,-0.6%,8.0%,-8.7%[57.1 µM],15.0%
C/C(Cl)=C\CNC(C)c1ccccc1 (stereo not drawn),-1.7,0.5%,6.4%,-1.3%,0.9,-2.9%,5.6%,0.8%,-0.2%
NC(=O)c1cc(S(=O)(=O)NCCc2ccc(S(N)(=O)=O)cc2)cs1,0.8,4.5%,-3.4%,7.8%,2.5,-22.3%,0.5%,3.8%,-7.1%
Cc1ccc(C)c(SCc2noc(C(=O)NCC3CCCO3)c2C(=O)O)c1 (stereo not drawn),-0.8,-7.0%,-19.3%,-7.0%,-30.0,-18.8%,-2.9%,3.9%,-0.4%
Cc1cc(C)cc(NC(=O)NN2C(C)CCCC2C)c1 (stereo not drawn),0.1,-7.3%,-2.0%,0.7%,3.9,-13.8%,?,6.0%,5.8%
O=C(N/N=C(\CC(=O)c1cccs1)C(F)(F)F)c1ccncc1,1.8,-15.2%,-6.1%,-14.2%,-3.4,19.7%,-29.6%,1.3%,7.5%
Cc1ccc(C(C)C)c(OCCN2C(=O)NC(C)(C)C2=O)c1,3.8,-7.1%,-19.7%,-0.6%,2.4,66.2%,?,-9.2%,0.4%
O=P(c1ccccc1)(c1ccccc1)C(O)c1ccc(Br)cc1 (stereo not drawn),-2.8,-13.5%,-20.2%,-0.2%,0.5,6.5%,1.2%,13.1%,3.0%
COc1cc(NC(=O)CCN2CCOCC2)cc(OC)c1,0.0,-8.0%,-14.1%,-3.4%,3.2,6.4%,5.6%,0.6%,-2.4%
CCCC(=O)Nc1c2c(nn1-c1ccc(C)cc1)CS(=O)(=O)C2,1.2,-0.9%,17.6%,-0.6%,-1.3,-20.6%,2.2%,3.1%,2.7%
CC(C)N1CCC2(CC1)N=C(c1ccc3c(c1)OCO3)CC(c1cc(Cl)ccc1O)N2 (stereo not drawn),-1.7,-22.0%,-11.4%,-40.9%[inhibitor],0.1,29.4%,-95.2%[inhibitor],-35.0%[57.1 µM],12.5%
O=C(NNC(=S)Nc1ccc(F)cc1)c1cccc([N+](=O)[O-])c1,0.1,-13.4%,6.1%,-5.1%,4.8,38.3%,7.9%,-26.7%,0.9%
Cc1cc(NC(=O)COC(=O)C2CC(=O)N(c3ccc(Br)cc3)C2)no1 (stereo not drawn),1.3,-4.5%,3.1%,-0.5%,1.1,7.1%,-10.5%,1.8%,-2.8%
CC(C(=O)N1CCN(c2ccc([N+](=O)[O-])cc2)CC1)N1C(=O)C2CC=CCC2C1=O (stereo not drawn),-0.1,-8.3%,-7.2%,-2.5%,2.2,15.0%,2.7%,-7.6%,13.8%
CCn1nc(C)c(Br)c1-c1nc(CS(=O)(=O)c2ccsc2)no1,0.3,-5.1%,-5.8%,1.5%,-8.2,10.9%,5.2%,-17.3%,14.4%
COC(=O)CC1C(=O)NCCN1C(=O)CSc1nnnn1-c1ccc(OC)cc1 (stereo not drawn),-1.9,1.5%,-15.1%,0.9%,3.9,-34.3%,-6.2%,13.1%,-5.6%
COc1ccccc1NS(=O)(=O)c1ccc(Cl)c(NC(=O)CN2C(=O)c3ccccc3C2=O)c1,-0.8,-3.1%,-16.6%,2.5%,-0.2,34.8%,1.8%,-11.2%,17.5%
O=C(CSc1nc(O)c(Cc2ccccc2)c(=O)[nH]1)Nc1nnc(SCc2ccccc2)s1,-0.7,-29.1%,-25.8%,-6.3%,?,1.9%,9.4%,-23.8%,1.2%
Cc1ccc(-c2c(C)n([O-])c3c([n+]2=O)CCCC3)cc1,1.1,?,11.1%,2.1%,8.4,-1.1%,1.2%,-9.5%,6.4%
CC(C)(C)[C@@H]1C=C(C(=O)N2CCOCC2)O[C@H](OCc2ccc(CO)cc2)C1,-0.2,0.3%,9.5%,-0.5%,0.5,-6.5%,-9.4%,2.2%,-8.6%
CC(=O)/C(=C/N(C)C)C(=O)Nc1ccc(Cl)cc1Cl,-0.2,-4.7%,0.7%,-64.4%[inhibitor],0.5,17.7%,-93.2%[inhibitor],-5.3%,8.0%
Cc1ccc(NC(=S)N2CCC(O)CC2)c(C)c1,2.0,-8.9%,-3.4%,1.4%,2.0,-29.2%,-8.2%,2.9%,7.9%
COc1ccc(Cl)cc1C(=O)Nc1ccc(S(N)(=O)=O)cc1,-0.4,-4.1%,-14.2%,-3.2%,-1.2,13.8%,-17.1%,-19.4%,-0.1%
COCCCNC(=S)N/N=C/c1ccccc1O,-0.8,-13.2%,?,-15.2%,2.6,-3.2%,?,-7.4%,1.8%
Cc1ccc(N=C(NOC(=O)c2ccccc2)c2nonc2N)c(C)c1,-0.7,3.5%,-28.3%,-0.3%,2.0,-4.3%,27.3%,-12.7%,9.2%
O=C(Cn1c(=S)[nH]c2ccccc21)c1ccccc1,1.2,-23.2%,-10.9%,8.3%,0.9,?,-0.9%,-10.2%,8.5%
CCOc1ccc(C(=O)NCCC2=CCCCC2)cc1OCC,0.2,-0.7%,3.7%,-4.7%,1.4,23.5%,-8.7%,6.5%,6.8%
CCC(C(=O)OCC(=O)Nc1ccc(C)c(S(=O)(=O)N2CCOCC2)c1)c1ccccc1 (stereo not drawn),-5.9,4.7%,-18.2%,4.2%,14.5,24.5%,14.1%,-8.4%,8.4%
O=C(Nc1c(C(=O)O)oc2ccc(Br)cc12)c1ccccc1,1.0,?,-22.2%,-6.3%,-16.2,-26.8%,0.6%,-12.9%,-8.0%
CC1=CC=CC2=NC(=O)CC(C)(C(=O)N(CC(=O)NC3CCCC3)c3ccccc3C)N12 (stereo not drawn),0.4,-1.7%,0.4%,1.4%,2.0,5.9%,11.9%,5.2%,-7.4%
Cc1ccc(S(=O)(=O)N2CCCC2)cc1C(=O)O,-1.0,-5.0%,8.0%,-5.3%,8.9,?,-12.8%,-2.4%,-4.3%
CCOc1cc(N2CCOCC2)c(OCC)cc1NC(=O)c1nc2nc(C)cc(C)n2n1,0.3,-1.7%,13.1%,-15.5%,-4.6,-2.1%,3.7%,2.6%,0.5%
COc1cc(OC)cc(C(=O)NC(=S)Nc2cccnc2)c1,-0.9,-13.5%,2.4%,-1.2%,2.4,-14.1%,-3.8%,-0.1%,0.5%
CCOc1ccc2nc3sc(C(=O)N4CCN(C)CC4)c(N)c3cc2c1,0.3,?,2.1%,-15.0%,-7.0,26.2%,-19.0%,-5.3%,0.7%
CN1CCN(C(=O)c2ccc(C(C)(C)C)cc2)CC1,1.7,-4.5%,3.1%,-0.6%,·,10.0%,5.2%,-0.7%,-1.5%
COc1cc2c(cc1OC)CN(C(=O)c1cc(S(=O)(=O)N3CCOCC3)c(Cl)cc1Cl)CC2,-3.9,2.5%,-4.6%,6.6%,-7.0,23.1%,-4.6%,-1.3%,-5.1%
O=C(CN1CCN(c2ccc(O)cc2)CC1)Nc1cc(S(=O)(=O)N2CCCCC2)ccc1Cl,-3.9,0.9%,-10.3%,3.2%,?,40.5%,1.2%,-7.2%,-6.9%
O=S(=O)(NCc1cccnc1)c1ccc(Cl)c2ccccc12,0.1,1.0%,15.8%,9.4%,7.1,2.8%,10.1%,15.1%,-2.1%
Cc1[nH][nH]c(=O)c1N=Nc1ccc(F)cc1,-1.4,1.3%,-17.3%,10.6%,1.2,-21.6%,5.3%,-0.8%,7.5%
Cc1cccc(C(=O)c2ccccc2C(=O)O)c1O,-0.8,-9.6%,2.0%,8.4%,·,10.9%,-5.4%,-0.9%,0.0%
CCOC(=O)c1oc2ccccc2c1NC(=O)C(C)(C)C,-2.9,0.4%,9.2%,11.2%,-0.6,-13.0%,2.3%,-3.7%,-3.0%

# Screens (PubChem BioAssay)
